Screening data (PubChem BioAssay)
PhoP GFP inhibition – PhoP regulon inhibitors, Salmonella typhi PhoP promoter GFP reporter, confirmatory (AID 1850); Salmonella Typhi PhoP-promoter GFP reporter, fluorescence, 4 h; higher % means a stronger effect; inhibition, % at 50 µM, or IC50 in µM where a hit was titrated; 310,000 tested, 0.33% active; in the data active = a potency from the dose series; inconclusive = inhibition mostly from about 25% at the one dose, without a potency; inactive = the rest, 99 in 100 with inhibition below about 19%;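 also: 0% = induced wells with vehicle and 100% = uninduced wells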
M. tuberculosis HTS – M. tuberculosis growth inhibition, HTS (AID 449762). M. tuberculosis H37Rv growth inhibition, 7H9 media; higher % means a stronger effect. inhibition, % at 25 µM, or IC50 in µM where a hit was titrated. 330,000 tested, 0.59% active; in the data active = a potency from the dose series; inconclusive = inhibition above about 70% without an active follow-up result;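 also: bacterial growth assessed after seven days of incubation; strong numbers were not always called active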
M. tuberculosis – growth inhibition of non-replicating M. tuberculosis (AID 488890). Mycobacterium tuberculosis non-replicating, growth inhibition; higher % means a stronger effect. inhibition, % at 25 µM; hits with a dose series show IC50 in µM. 320,000 tested, 0.39% active; in the data active = a potency from the dose series; inconclusive = inhibition mostly from about 82% at the one dose, without a potency; inactive = the rest, 99 in 100 with inhibition below about 76%;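 also: plate controls were DMSO cells for no effect and high antibiotic wells for full effect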
influenza NS1A – NS1A inhibition, H1N1 influenza, cell based functional assay (AID 504329); NS1A functional cell-based assay, percent inhibition; higher % means a stronger effect; inhibition, % at 12.5 µM; hits with a dose series show IC50 in µM; 340,000 tested, 0.3% active; in the data active = a potency from the dose series; inconclusive = inhibition above about 27% without an active follow-up result; also: strong numbers were not always called active
VEEV TC-83 Vero – inhibitors of VEEV TC-83 cytopathic effect, confirmation, Vero cells (AID 588727) | Vero cells, VEEV TC-83 cytopathic effect inhibition; higher % means a stronger effect | inhibition, % at 20 µM; hits with a dose series show IC50 in µM | 350,000 tested, 0.13% active; in the data active = a potency from the dose series; inconclusive = inhibition mostly from about 14% at the one dose, without a potency; inactive = the rest, 99 in 100 with inhibition below about 12%; also: strong numbers were not always called active
VEEV TC-83 Vero 10K pilot screen – also measured in VEEV TC-83 Vero; calls as there; inhibition, %; measured here: 10K pilot screen inhibition
Starred values were filed as active, the others as inactive; i = inactive; ? = inconclusive; · = no result given.

The opening four compounds, ahead of the listing:
SMILES	PhoP GFP inhibition	M. tuberculosis HTS	M. tuberculosis	influenza NS1A	VEEV TC-83 Vero	others
Cc1ccn2c(C(=O)N/N=C/c3ccc(Cl)cc3)c(C)nc2c1	·	·	·	-15%	i
Cc1ccc(-n2nc(C)cc2Nc2ncc(Cl)cc2Cl)cc1	-11%	7%	68%	-2%	0.9%
O=C(CNCc1ccc(F)cc1)Nc1ccc(S(=O)(=O)N2CCOCC2)cc1	3%	-3%	-8%	17%	1.2%
COc1ccc(/C=C(/NC(=O)/C=C/c2ccccc2)C(=O)N2CCOCC2)cc1	-11%	-5%	-20%	33%	0.1%

Results, from the start:
SMILES	PhoP GFP inhibition	M. tuberculosis HTS	M. tuberculosis	influenza NS1A	VEEV TC-83 Vero	others
Cc1ccn2c(C(=O)N/N=C/c3ccc(Cl)cc3)c(C)nc2c1	·	·	·	-15%	i
Cc1ccc(-n2nc(C)cc2Nc2ncc(Cl)cc2Cl)cc1	-11%	7%	68%	-2%	0.9%
O=C(CNCc1ccc(F)cc1)Nc1ccc(S(=O)(=O)N2CCOCC2)cc1	3%	-3%	-8%	17%	1.2%
COc1ccc(/C=C(/NC(=O)/C=C/c2ccccc2)C(=O)N2CCOCC2)cc1	-11%	-5%	-20%	33%	0.1%
CCN1CCCC(OC(=O)Nc2ccccc2)C1 (stereo not drawn)	-6%	-5%	1%	7%	1.6%
O=C(CCCCCCC(=O)c1ccccc1)c1ccccc1	-5%	-6%	52%	-14%	i
Cc1ccc(-n2c(C)cc(/C=N/Nc3ccc([N+](=O)[O-])cn3)c2C)c(C)c1	4%	?	63%	-10%	3.0%
CCOc1ccc(Nc2nc(N3CCCC3)nc(N3CCN(c4ccc(OC)cc4)CC3)n2)cc1	-2%	5%	19%	11%	2.5%
CCOC(=O)N1CCN(S(=O)(=O)c2cccc3cccnc23)CC1	0%	1%	-2%	-10%	5.4%
Cn1c(SCC(=O)c2ccccc2)nnc1-c1ccncc1	3%	-8%	7%	2%	i
CCOC(=O)C1CCN(C(=O)CCc2c(C)nc3ncnn3c2C)CC1	1%	-4%	-9%	7%	5.8%
Cc1ccc2c(c1)c1ncn(CCC3=CCCCC3)c(=O)c1n2C	-4%	-5%	13%	-11%	i
CCc1nc2sc3c(Cl)ncnc3c2c2c1CCCC2	-16%	1%	-3%	·	·
CC(C)N1C(=O)CCC1C(=O)NCc1ccc(F)cc1Cl (stereo not drawn)	9%	39%	-11%	-4%	i
COc1ccc(CC(=O)NCCS(=O)(=O)N2CCN(c3ccc(F)cc3)CC2)cc1OC	2%	0%	16%	-1%	1.9%
COc1ccc(C(=O)NCCS(=O)(=O)N2CCCCCC2)cc1	9%	1%	-3%	1%	1.7%
N#Cc1ccc(COC(=O)CSc2nnc(N)s2)cc1	-2%	6%	16%	5%	1.0%
CCn1nc(C)cc1C(=O)N1CCCC(Nc2ccc(F)c(F)c2)C1 (stereo not drawn)	-5%	7%	-1%	-5%	1.7%
Fc1ccccc1/C=N/NC(=S)Nc1ccc(Cl)cc1Cl	-3%	-2%	-14%	-1%	i	VEEV TC-83 Vero 10K pilot screen=4.2
Cc1cc(N2CCOCC2)nc2ccc(NC(=S)N3CCN(c4ccccc4)CC3)cc12	-5%	11%	15%	-16%	1.1%
CN(C)CCNc1nc(S(=O)(=O)c2ccccc2)c(Cl)s1	-8%	-5%	8%	6%	0.7%
COc1ccccc1NC(=O)CN1CCN(CC(=O)Nc2ccc3c(c2)OCCO3)CC1	6%	?	56%	0%	1.6%
CC1(C)Cc2nc3sc4c(=O)n(CC(=O)NCc5ccco5)cnc4c3cc2CO1	-4%	4%	2%	7%	i
Cc1[nH]c(C)c2c(=O)n(Cc3ccc(Cl)cc3)ncc12	2%	-1%	-2%	-19%	?
CC(C)[C@H](NC(N)=O)C(=O)NCCc1ccc(Cl)cc1Cl	3%	-2%	-11%	10%	1.2%

Ordered by heavy-atom count (descending): part of the list above
SMILES	PhoP GFP inhibition	M. tuberculosis HTS	M. tuberculosis	influenza NS1A	VEEV TC-83 Vero	others
COc1ccc(C(=O)NCCS(=O)(=O)N2CCCCCC2)cc1	9%	1%	-3%	1%	1.7%
Cn1c(SCC(=O)c2ccccc2)nnc1-c1ccncc1	3%	-8%	7%	2%	i
CN(C)CCNc1nc(S(=O)(=O)c2ccccc2)c(Cl)s1	-8%	-5%	8%	6%	0.7%
CCc1nc2sc3c(Cl)ncnc3c2c2c1CCCC2	-16%	1%	-3%	·	·

Further results follow:
SMILES	PhoP GFP inhibition	M. tuberculosis HTS	M. tuberculosis	influenza NS1A	VEEV TC-83 Vero	others
Cc1c(S(=O)(=O)N(C)C2CCCCC2)c(=O)n(C)c(=O)n1C	-2%	-6%	-5%	-10%	2.8%
CCN(c1cccc(C)c1)S(=O)(=O)c1ccc2[nH]c(=O)c(=O)[nH]c2c1	1%	-17%	11%	1%	2.9%
Cc1ccc(S(=O)(=O)N(C)CC(=O)N2CCOCC2)cc1	13%	-13%	-13%	1%	0.7%
Cc1cc(C)nc(NCC(O)CNc2ccccc2C)n1 (stereo not drawn)	-6%	6%	-5%	-2%	7.8%
CCN(CCn1cccn1)Cc1nc(-c2ccc(OC)cc2)no1	0%	0%	11%	4%	0.5%
C/C(=N\NC(=O)c1cccc(N/N=C(\C)c2ccc([N+](=O)[O-])cc2)c1)c1ccc([N+](=O)[O-])cc1	5%	9%	-1%	16%	i
COc1ccccc1C(=O)NCC(=O)OCC(=O)Nc1ccc2[nH]c(=O)[nH]c2c1	1%	-1%	3%	-7%	1.1%
CN(CC(=O)Nc1ccc(F)cc1)C(=O)c1ccc2ccccc2n1	·	·	·	-6%	1.2%
O=C(COC(=O)Cn1cnc2ccccc21)Nc1ccc2c(c1)OCCO2	0%	1%	0%	-7%	0.4%
CCn1c(CNC(=O)c2ccc(OC)c(OC)c2)nnc1SCC(=O)c1ccc(OC)cc1	8%	5%	19%	-1%	0.5%
O=C(Cn1ccc([N+](=O)[O-])n1)N1CCCc2ccccc21	-11%	-8%	-23%	5%	i
CCCC1CCC(=NNS(=O)(=O)c2ccc(C)c([N+](=O)[O-])c2)CC1 (stereo not drawn)	15%	-4%	-5%	-5%	i
C/C(CCc1oc2ccc(Cl)cc2c1-c1ccc(C)o1)=N\O	1%	57%	65%	8%	7.7%
CN(C)/C=N/c1ncc(-c2ncc(C(F)(F)F)cc2Cl)cn1	-2%	4%	·	-1%	0.5%
COc1ccc(-c2oc3ncnc(N)c3c2-c2ccccc2)cc1	-3%	-12%	9%	0%	0.5%
COCc1ccc(CN2CCC(n3nccc3NC(=O)CCOc3ccccc3)CC2)o1	0%	-5%	-9%	-10%	i
COCCCNC(=O)c1ccc(Cn2c(=O)c3ccccc3n(Cc3ccccc3C)c2=O)cc1	0%	18%	6%	0%	7.1%
O=C(O)c1ccccc1-c1csc(-c2ccccc2)n1	-7%	5%	18%	-5%	0.6%
Cc1ccc(S(=O)(=O)Nc2ccc(N=Nc3ccc(O)cc3)cc2)cc1	6%	7%	-32%	5%	4.0%
C=CCn1c(O)c(C(C)=NCCN2CCCCC2)c(=O)[nH]c1=O	10%	-25%	7%	2%	2.1%
CC(=O)N1CCN(Cc2nc3cc(NC(=O)Nc4ccccc4)ccc3n2C)CC1	4%	6%	-3%	3%	0.2%
O=C(CSc1ncn[nH]1)NCc1ccccc1	17%	3%	-11%	6%	0.3%
O=C(NCC1CCCCC1)NCC1CCCCC1	·	·	·	-4%	i
C=CCSc1nnc2c(n1)OC(c1cccnc1)N(C(C)=O)c1ccccc1-2 (stereo not drawn)	2%	10%	1%	6%	2.8%
CC12CC(O)C3c4ccc(O)cc4CCC3C1CC/C2=N\O (stereo not drawn)	-17%	5%	10%	-1%	i
SMILES	PhoP GFP inhibition	M. tuberculosis HTS	M. tuberculosis	influenza NS1A	VEEV TC-83 Vero	others
O=C(C1CCCN(S(=O)(=O)c2cc(Cl)ccc2Cl)C1)N1CCCC1 (stereo not drawn)	14%	-12%	3%	-7%	0.9%
Cc1cccc(NC(=O)c2sc(-c3ccccc3)nc2-c2ccc([N+](=O)[O-])cc2)c1	0%	2%	28%	0%	2.3%
Cc1cccc(C(=O)NCCc2ccc(S(N)(=O)=O)cc2)c1[N+](=O)[O-]	-6%	7%	-2%	-4%	1.5%
COc1ccc(-c2ccc(CCC(=O)O)n2-c2ccccc2OC)cc1	3%	31%	49%	4%	0.2%
O=C(COC(=O)CNC(=O)c1ccccc1F)Nc1ccc(Cl)cn1	·	-2%	-8%	-18%	3.0%
CCOC(=O)C1=C(C)N(Cc2ccccc2)C(=O)NC1c1ccccc1OS(=O)(=O)c1ccccc1[N+](=O)[O-] (stereo not drawn)	-3%	2%	20%	2%	0.8%
O=C(c1ccc(Cl)cc1)c1cnc2ccccn12	3%	-1%	4%	4%	4.6%
O=C(c1ccccc1)N1CCN(CCc2ccccn2)CC1	11%	1%	-8%	-1%	1.5%
Cc1ccc(C(C(=O)NC2CCCCC2)N2CCC3(CC2)OCCO3)cc1 (stereo not drawn)	0%	-7%	4%	0%	0.8%
Cc1nn(C(C)C(=O)NCCC2=CCCCC2)c(=O)c2nn(-c3ccccc3)c(C)c12 (stereo not drawn)	4%	10%	27%	-3%	0.8%
CC(C)c1ccc(NC(=O)c2cc(S(=O)(=O)N3CCCCC3)c[nH]2)cc1	-8%	-5%	-18%	-10%	1.1%
Cc1ccc(C)c(CSc2ncccc2C(=O)O)c1	-6%	12%	5%	7%	i
O=C1CC2(CCCCC2)CC(=O)N1CCc1ccccc1	·	·	·	-17%	0.3%
O=C(O)c1ccc2oc(=O)c(S(=O)(=O)c3ccc(F)cc3)cc2c1	-11%	-4%	-12%	-16%	0.4%
COC(=O)CCn1[nH]c(=O)c2ccccc2c1=O	-3%	9%	-5%	0%	1.6%
CCOC(=O)C1CCCN(C(=O)c2cncc(Br)c2)C1 (stereo not drawn)	-1%	3%	6%	2%	i
CCOC(=O)C1=C(COC(=O)[C@@H]2CCCN2S(=O)(=O)c2ccc(C)cc2)NC(=O)NC1C (stereo partly drawn)	-3%	-12%	3%	-4%	1.1%
COC(=O)c1cccc(NC(=O)CSc2nnc(C)n2C)c1	-4%	2%	9%	-16%	1.9%
CC(=O)c1cc(CN2CCN(Cc3ccc(C)cc3)C(CCO)C2)cs1 (stereo not drawn)	-2%	8%	-13%	-7%	0.1%
COc1ccccc1NC(=S)N1CCN(C(=O)c2ccco2)CC1	2%	-16%	-14%	-8%	i
Cc1ccc(-c2onc3ccc(C4(C)OCCO4)cc23)cc1	-11%	-10%	5%	-2%	i
O=C(Nc1ccc(Nc2ccccc2)cc1)c1ccc(Cl)cc1Cl	6%	4%	-13%	·	1.4%
CS(=O)(=O)N(Cc1ccccc1)c1ccc(C(=O)N2CCN(c3cccc(Cl)c3)CC2)cc1	-12%	30%	8%	7%	i
O=C(O)CCNc1nc(-c2ccccc2)nc2ccccc12	1%	0%	-5%	-11%	1.4%
CCCCc1ccc(S(=O)(=O)Nc2nnc(C)s2)cc1	4%	-6%	35%	-5%	0.1%
SMILES	PhoP GFP inhibition	M. tuberculosis HTS	M. tuberculosis	influenza NS1A	VEEV TC-83 Vero	others
COc1ccc(CN2CCN(Cc3ccc4ccccc4c3)CC2)cc1OC	-11%	9%	17%	4%	i
CCN1C(C#N)=C(C#N)N=C(C)CC1(C)C	5%	0%	-11%	-7%	0.2%
Cc1ccc(S(=O)(=O)N2CCCCC2)cc1NC(=O)Cn1cnc2c1c(=O)n(C)c(=O)n2C	·	·	·	-9%	1.6%
C=C(C)C1Cc2cc3ccc(=O)oc3cc2O1 (stereo not drawn)	12%	8%	83%	-1%	1.2%
O=c1c2ccccc2nc(/C=C/c2ccc([N+](=O)[O-])cc2)n1CCCO	-7%	4%	-10%	-1%	6.5%
O=C(c1cc2c(s1)CCC2)N1C(=O)c2ccccc2S1(=O)=O	-3%	4%	-13%	-9%	0.3%
NS(=O)(=O)c1cccc(NC(=O)CC(NC(=O)c2ccccc2Cl)c2ccccc2)c1 (stereo not drawn)	1%	-3%	-4%	-18%	0.1%
O=C(c1ccco1)N1CCN(CC(O)COc2ccc3oc4ccccc4c3c2)CC1 (stereo not drawn)	-7%	?	-3%	4%	7.6%
CCCCCn1c(N2CCCC2)nc2c1c(=O)n(C)c(=O)n2C	-3%	-4%	34%	3%	i
O=C(NCCCN1CCOCC1)c1cc2c([nH]c3ccccc32)c(-c2cccc(Br)c2)n1	4%	10µM*	·	-1%	4.2%
CC(=O)c1ccc(-n2c(CCC(=O)O)ccc2-c2ccc(Cl)cc2)cc1	-3%	-4%	10%	-24%	0.4%
CSc1ccccc1OCc1cc(C(=O)N(C)CCn2nc(C)cc2C)no1	2%	-6%	-6%	0%	1.7%
COc1ccc(-c2cc(C(F)(F)F)nc(SCC(=O)Nc3ccc4c(c3)OCO4)n2)cc1OC	2%	8%	-4%	10%	0.7%
